Dynein cargo inh: inhibitors of GR-EGFP nuclear translocation, primary screen, dynein cargo transport inhibitor project, imaging, high-content, 3617.4 mouse cells. actives 0.47% (n = 220,000). test concentration mostly 20 µM; stimulated with dexamethasone, 1 µM; active compounds read low. z-score, hits read low;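 active = plate z-score of nuclear minus cytoplasmic receptor signal below a set negative limit, without overly bright fluorescence or cell loss, cut at about -3.5 in these data, passing the limit was not always enough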;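 also: z-score of nuclear minus cytoplasmic ring GR-EGFP intensity difference per well; some compounds called inactive have numbers as strong as hits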
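Medium: Induction medium lacking tetracycline, stripped serum | Probe or stimulus: 1.0 µM final dexamethasone stimulus | Schedule: 48 h induction, then 1 h compound, then 30 min agonist, 37 °C | Signal: Automated 10x imaging of fixed Hoechst-stained cells | Evaluation: Per-cell GR-EGFP intensity, nucleus versus surrounding cytoplasmic ring, well-averaged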
MT stabilizer: microtubule stabilizers in HeLa cells, primary screen, imaging, high-content imaging; actives 0.83% (n = 200,000); % tubulin-high responders, % at 10 µM; HeLa tubulin immunostaining HCS, 24 h; share of cells brighter than vehicle mean+2SD;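 active = plate Z-score above 3 for both tubulin-high and condensed-nucleus cell shares, with cell loss under 80%, at 10 µM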;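 also: anti alpha tubulin signal scored within the nucleus-defined area of each cell; some results filed as inactive read as strong as hits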
Hep lipid drop: inhibitors of hepatocyte lipid droplet formation, primary screen, imaging, high-throughput imaging, BODIPY stain; AML12 mouse hepatocytes, oleate lipid droplets; inhibition, % at 6.5 µM; actives 0.4% (n = 240,000);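 active = lipid droplet intensity inhibited by at least 50%, with more than 500 cells counted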
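Material – mouse AML12 hepatocyte cell line, fixed after treatment · Compound dosing – one dose, 6.5 µM compound · Times – compound with oleate, overnight · Measured by – Image-based BODIPY and DAPI two-channel analysis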
TNAP activators: human TNAP enzyme activators, primary screen, biochemical, luminescent, no phosphate acceptor, uHTS (AID 1001). actives 0.03% (n = 200,000). activation fold at 20 µM; hits with a dose series show EC50 in µM. purified TNAP, luminescent activation assay, no phosphate acceptor; higher activation fold means a stronger effect; in the data active = activation fold from about 3, or a potency from the dose series; inactive = the rest, 99 in 100 with activation fold below about 1.6; also: many of its hits are not listed in these tables
Ins promoter up: insulin promoter activators in MIN6 cells, imaging, high-content screening, mouse beta cells | MIN6 insulin promoter-GFP reporter; active compounds read high | z-score at 5 µM | actives 0.3% (n = 190,000) | AID 1625, 2009;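 active = z-score above 3 at 5 µM with at least 500 cells counted in the well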
Myeloid diff MLP: induction of myeloid progenitor differentiation, primary screen, cell-based, flow cytometry, MLPCN library; calls only at 10 µM; ER-HoxA9 myeloid progenitors, lysozyme-GFP differentiation; actives 1% (n = 360,000);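 active = normalized GFP-positive differentiation at or above the plate's own cutoff, the solvent-only control mean plus 3 SD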;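 also: cells exposed to compound for four days before flow analysis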
b-catenin transl: modulators of beta-catenin nuclear translocation, primary screen, imaging, HeLa cells, immunofluorescence, high-content | actives 0.3% (n = 190,000) | nuclear translocation activity, % at 5 µM | AID 1665, 2009;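 active = nuclear translocation activity above 50% at 5 µM, with a well cell count of 50 or more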;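 also: per-cell ratio of nuclear to cytoplasmic median beta-catenin stain intensity; plate controls were DMSO negative control for no effect and GSK-3 inhibitor IX positive control for full effect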
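Test system: human HeLa cells, native beta-catenin. Compound dosing: 5 µM primary single dose, 0.1% DMSO, 0.02–20 µM confirmation series. Incubation: compound exposure 24 h at 37°C. Detection: beta-catenin immunostaining with DAPI counterstain, 20x imaging, 6 fields/well. Read-out basis: Nuclear/cytoplasmic beta-catenin signal ratio, % activation.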
T cell HTS: modulators of CD8 T cell-vesicle binding, primary screen, mouse 2C CD8+ T cells, flow cytometry; 2C CD8+ T cell-vesicle binding; active compounds read low; calls only at 7 µM; actives 0.068% (n = 330,000); AID 2052, 2009;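 active = response, share of CD8 T cells binding vesicles, and their 90th percentile fluorescence all below set limits, cut at about 80% in these data, passing the limit was not always enough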
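incubation = binding step 1.5 h, 37 °C, antibody labelling 20 min, ice | test system = 2C mouse CD8+ T cells | read-out basis = percent CD8+ FL2 mean versus row control | controls = Peptide-free naked vesicles (low) and QL9 vesicles with 0.7% DMSO vehicle (high) | detection = flow cytometry of vesicle-bound cells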
human PMI inhibition: inhibitors of human PMI, primary screen, biochemical, fluorescence intensity, coupled assay (AID 1209) | Mannose-6-phosphate isomerase (Homo sapiens) | purified PMI enzyme, coupled fluorescence intensity; higher % means a stronger effect | inhibition, % at 20 µM; hits with a dose series show IC50 in µM | actives 0.42% (n = 190,000); in the data active = inhibition above about 50%;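 also: plate controls were DMSO vehicle for no effect and wells lacking substrate for full effect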
Dynein cargo inh cytoplasmic EGFP: recorded beside Dynein cargo inh, whose call it bears; z-score; measured here: cytoplasmic GR-EGFP intensity; active compounds read high
Dynein cargo inh nuclear GR-EGFP: also measured in Dynein cargo inh; calls as there; z-score; measured here: nuclear GR-EGFP intensity;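 lower value marks the stronger effect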
Dynein cargo inh cell count: also measured in Dynein cargo inh; calls as there; z-score; measured here: cell count per field
Ins promoter up cell count: second read-out of Ins promoter up, no call of its own (marks repeat the call); cell count; measured here: cytotoxicity, nuclei count;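 total cells summed across four imaged fields per well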
Hep lipid drop cells 6.5 µM: further read-out of Hep lipid drop, marked with its call; cell count; measured here: cell count, cytotoxicity flag;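 cells counted across two imaged fields per well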
b-catenin transl cell count 5 µM: also measured in b-catenin transl; calls as there; cell count; measured here: cell count, cytotoxicity flag
T cell HTS vesicle-bound %: further read-out of T cell HTS, marked with its call; double positive events, %; measured here: CD8+ vesicle-bound cell fraction;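 binding gate set so that unloaded-vesicle control wells show 10% double positive cells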
MT stabilizer Hoechst-high %: also measured in MT stabilizer; calls as there; % Hoechst-high responders; measured here: nuclear condensation Hoechst responders;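 share of cells brighter than vehicle mean plus two SD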
MT stabilizer cytotoxicity %: second read-out of MT stabilizer, no call of its own (marks repeat the call); toxicity, %; measured here: cytotoxicity by cell density;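 0% = mean cell density of plate MIN control wells and 100% = no cells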
Myeloid diff MLP GFP+ MAC1+ %: recorded beside Myeloid diff MLP, whose call it bears; GFP+ MAC1+ double positive, %; measured here: differentiation confirmed by MAC1 staining
Active calls of the source: *; i = inactive; nt = not tested or not shown; + = active, no number.

SMILES | Dynein cargo inh | Dynein cargo inh cytoplasmic EGFP | Dynein cargo inh nuclear GR-EGFP | Dynein cargo inh cell count | MT stabilizer | MT stabilizer Hoechst-high % | MT stabilizer cytotoxicity % | Hep lipid drop | Hep lipid drop cells 6.5 µM | TNAP activators | Ins promoter up | Ins promoter up cell count | Myeloid diff MLP | Myeloid diff MLP GFP+ MAC1+ % | b-catenin transl | b-catenin transl cell count 5 µM | T cell HTS | T cell HTS vesicle-bound % | human PMI inhibition
COc1ccc(-c2cc3ccccc3n2CC(O)CN2CCN(CCO)CC2)cc1 (stereo not drawn) | -0.91 | -0.21 | -0.42 | 0.42 | 2.2 | 5.2 | 11 | nt | nt | 1.1 | -0.27 | 899 | i | 3.7 | 0.2 | 1153 | i | 38 | -2%
Cc1cc(=O)c2ccccc2n1CC(=O)NCc1ccccc1 | -0.23 | -0.27 | -0.54 | 0.59 | 4.6 | 3.0 | 5.7 | 8 | 640 | 1.1 | -0.64 | 1354 | i | 0.3 | nt | nt | i | 42 | -10%
COc1cccc(-c2nc(CS(=O)(=O)CC(=O)NCc3ccc(Cl)cc3)c(C)o2)c1 | -0.5 | -0.23 | -0.21 | 0.27 | 2.3 | 2.5 | 6.6 | 3 | 617 | 1.2 | -0.72 | 1498 | i | 2.2 | 5.9 | 1098 | i | 56 | 7%
Cc1ccccc1OCCNc1ccc(C(F)(F)F)cc1[N+](=O)[O-] | 3.2 | -0.15 | 1.2 | -2.2 | 4.8 | 1.1 | 15 | nt | nt | 1 | -0.02 | 1592 | i | 0.3 | 3.2 | 1053 | i | 57 | 16%
CCOC(=O)c1c(NC(=O)OC)sc(C(=O)N(CC)CC)c1C | -0.92 | -0.2 | -0.28 | -0.25 | 3.8 | 3.0 | 6.8 | -4 | 624 | 1 | -0.21 | 1289 | i | 0.5 | nt | nt | i | 57 | 9%
CC(C)=CCN1CCN(Cc2nc(-c3ccccc3)cs2)CC1CCO (stereo not drawn) | 0.5 | -0.22 | 0.044 | -0.12 | 3.1 | 2.2 | 0.0 | -3 | 722 | 1.1 | -0.77 | 1367 | i | 0.4 | 3.3 | 974 | i | 41 | 6%
COc1ccc(C(=O)CSc2n[nH]c(=O)n2Cc2ccco2)cc1 | -0.19 | -0.15 | 0.29 | -0.086 | nt | nt | nt | 6 | 655 | nt | -0.27 | 1043 | i | 0.6 | 1.3 | 1334 | i | 12 | nt
CN1/C(=C\C(=O)C[n+]2ccc(C(=O)c3ccccc3)cc2)C(C)(C)c2ccccc21 | -0.5 | -0.35 | -0.27 | 0.04 | 3.8 | 2.5 | 4.4 | -27 | 666 | 1 | nt | nt | i | 0.3 | nt | nt | i | 15 | -10%
CCC(C)C(=O)Nc1nnc(-c2cccs2)s1 (stereo not drawn) | -0.2 | -0.17 | 0.2 | -0.42 | 6.4 | 4.2 | 6.0 | nt | nt | 1.1 | -0.29 | 1271 | i | 0.0 | -1.2 | 817 | i | 51 | 0%
CCc1nn2cc(C(=O)c3ccccc3O)cnc2c1-c1ccc(F)cc1 | -0.015 | -0.26 | 0.0029 | 0.68 | 3.9 | 3.9 | 8.0 | -22 | 623 | 1 | -0.38 | 1273 | i | 1.8 | -1.7 | 1052 | i | 39 | 9%
N#CCCn1ccc(NC(=O)c2ccc(Cl)cc2)n1 | 0.26 | -0.32 | -0.59 | 0.86 | 4.3 | 0.9 | 3.3 | 1 | 589 | 1.1 | -0.24 | 1817 | i | 0.8 | -1.2 | 1154 | i | 52 | 9%
Cc1sc2nc(SCC(=O)N3CCCC3)[nH]c(=O)c2c1C | -0.35 | -0.22 | 0.07 | 1 | 3.0 | 1.9 | 3.6 | -4 | 637 | 1 | 1.6 | 1539 | i | 0.3 | 0.0 | 1149 | i | 34 | 10%
CCC(OC(=O)C1=Cc2ccccc2OC1)C(=O)NCc1ccco1 (stereo not drawn) | -0.052 | 0.47 | 0.31 | 0.79 | 2.6 | 2.3 | 3.2 | -11 | 719 | 1 | -0.68 | 1388 | i | 0.1 | -0.2 | 1005 | i | 26 | 14%
O=C(Nc1ccc2nsnc2c1)c1cccs1 | -1 | -0.21 | -0.26 | 0.52 | 1.2 | 3.3 | 11 | 1 | 796 | 1.1 | 1.5 | 1262 | i | 0.6 | -0.6 | 1184 | i | 58 | 22%
O=C(N/N=C/c1ccncc1)c1nn(Cc2ccccc2)c(=O)c2ccccc12 | -0.66 | -0.3 | -0.035 | 0.98 | 5.9 | 2.9 | 7.5 | 1 | 683 | 1 | -0.38 | 1271 | i | 0.1 | -3.4 | 1117 | i | 44 | -7%
O=C(CSc1nnc2ccccn12)NNC(=O)c1ccc(F)cc1 | -0.65 | -0.34 | 0.17 | 0.7 | 3.5 | 3.1 | 20 | 15 | 721 | 1.3 | -1.5 | 1292 | i | 0.5 | 3.0 | 966 | i | 19 | -4%
CCOc1ccc(-c2cc(C(=O)NCC3CCCO3)c3ccccc3n2)cc1 (stereo not drawn) | -0.14 | -0.3 | 0.032 | -0.13 | 1.4 | 4.9 | 11 | -43 | 607 | 1 | 0.28 | 1410 | i | 0.3 | -1.9 | 545 | i | 7 | 4%
CCOC(=O)c1ccc(NC(=O)CSc2nnc(CNC(=O)c3ccccc3F)o2)cc1 | 1.3 | -0.015 | 1.4 | -0.91 | 1.7 | 1.0 | 6.5 | -18 | 735 | 1.1 | -0.35 | 822 | i | 0.3 | 0.0 | 1156 | i | 52 | 4%
CCC(C)(C(=O)NC1CCCC1)N(Cc1cccs1)C(=O)Cc1cccs1 (stereo not drawn) | -1 | -0.23 | -0.55 | 0.89 | 2.1 | 1.5 | 4.7 | -23 | 738 | 1.1 | -0.87 | 852 | i | 1.7 | 1.8 | 1141 | + | nt | -2%
COc1ccc(CNCc2cc3c(C(C)(C)C)nn(-c4ccccc4)c3[nH]c2=O)cc1 | -0.074 | 0.13 | 0.46 | -0.48 | 1.8 | 0.6 | 6.6 | -4 | 760 | 1 | 0.86 | 886 | i | 5.8 | 0.9 | 1089 | i | 27 | 0%
CN1CCN(CC(=O)N2c3ccccc3C(=O)Nc3cccnc32)CC1 | -0.75 | -0.26 | -0.2 | 1.1 | 4.5 | 3.0 | 7.9 | 0 | 724 | 1.1 | nt | nt | nt | nt | -2.0 | 549 | i | 16 | -25%
O=S(=O)(NCc1cn2ccsc2n1)c1ccc2c(c1)OCCO2 | -0.79 | -0.25 | -1 | -0.097 | 2.3 | 1.4 | 2.3 | 10 | 712 | 1.1 | -0.66 | 1887 | i | 0.7 | -1.6 | 1045 | i | 17 | 12%
Cc1csc(SCC(=O)N2CCN(S(=O)(=O)c3ccccc3)CC2)n1 | 0.53 | -0.37 | 0.044 | 0.28 | 3.5 | 2.6 | 9.5 | nt | nt | 1.1 | -0.03 | 1686 | i | 0.8 | -1.2 | 1420 | i | 14 | -8%
O=S(=O)(Cc1cnc(Cl)s1)c1ccccc1 | -0.25 | -0.21 | -0.65 | 0.42 | 1.5 | 1.3 | 2.6 | -6 | 538 | 1.1 | 0.09 | 1786 | i | 0.5 | 0.3 | 1063 | i | 9 | 6%
N#Cc1ccc(OCC(=O)N/N=C2\CCc3ccccc32)cc1 | -0.22 | -0.22 | -0.12 | 1 | 3.6 | 2.7 | 4.8 | 15 | 809 | 1.1 | -0.43 | 980 | i | 0.8 | -5.0 | 1269 | i | 34 | 2%
CCCc1ccc(-c2cc(NC(=O)CSc3nnc(N)s3)n(-c3ccccc3)n2)cc1 | -0.43 | -0.27 | -0.25 | 0.21 | 5.0 | 3.5 | 9.5 | -2 | 672 | 1 | 0.69 | 1304 | i | 0.7 | 5.2 | 948 | i | 42 | 23%
CCOC(=O)N1CCN(C(=O)c2ccc3c(=O)n(-c4cc(OC)ccc4OC)c(=S)[nH]c3c2)CC1 | -0.56 | -0.28 | -0.27 | 0.53 | 3.8 | 2.0 | 0.1 | 2 | 714 | 1 | 0.39 | 1298 | i | 0.4 | -3.6 | 1151 | i | 61 | 9%
O=C(NCCCN1CCOCC1)c1ccc(CSc2ccc(Cl)cc2)cc1 | 0.36 | 0.11 | -0.091 | -0.27 | 4.2 | 3.1 | 5.6 | -2 | 644 | 1.1 | -0.86 | 1276 | i | 0.8 | 0.6 | 1052 | i | 36 | 7%

Source: PubChem
